Compound activity deposited in PubChem BioAssay by several laboratories.
E coli WT exp = E. coli BW25113 growth inhibition, expanded screen; OD600 absorbance; growth inhibition, % at 100 µM; 0.15% of 98,000 active; AID 710;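 active means growth inhibition above about 50% at one test dose, limit read from the data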;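 further: growth measured after 20 h incubation at 37 °C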
HUVEC prolif 384 = blocks proliferation of human endothelial cells | viability, % at 10 µM (by protocol) | HUVEC proliferation, CellTiter-Glo luminescence, 72 h; stronger effect = lower value | AID 648 | 1.1% of 86,000 active;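 active means viability at or below 30%; inactive means viability above 30%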;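 further: 100% = median luminescence of DMSO-only cell control wells on each plate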
Fibroblast inh = blocks proliferation of human lung fibroblasts. viability, % at 10 µM. 1.1% of 85,000 active. LL 47 human lung fibroblast viability, ATP luminescence; stronger effect = lower value. AID 719;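 active means viability at or below 50% in the single dose screen; inactive means viability above 50%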;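 further: compound exposure lasted 72 h before the ATP readout; 100% = median luminescence of untreated cell-only wells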
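Test system: LL 47 human lung fibroblasts / Incubation: 72 h compound exposure at 37 °C after overnight plating / Technique: luminescent ATP detection, CellTiter-Glo / Compound dosing: 0.1% DMSO in all compound wells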
H69AR growth 86K = growth inhibitors of human H69AR lung tumor cells; H69AR lung tumor viability, ATP luminescence, 72 h; stronger effect = lower value; viability, % at 10 µM; 6% of 85,000 active; AID 598;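 active means viability at or below 40%; inactive means viability above 40%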;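 further: multidrug resistant small cell line overexpressing MRP-1 efflux transporter; 100% = mean luminescence of untreated control wells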
S1P2 ag = activates the human S1P2 receptor; O95136; S1P2-expressing cell line, agonist reporter read-out; 0.46% of 97,000 active; activation, % at 4.5 µM; in the data active means activation above about 16%;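 further: 0% = vehicle low control and 100% = maximal reference agonist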
Target sequence (O95136 whole entry, looked up): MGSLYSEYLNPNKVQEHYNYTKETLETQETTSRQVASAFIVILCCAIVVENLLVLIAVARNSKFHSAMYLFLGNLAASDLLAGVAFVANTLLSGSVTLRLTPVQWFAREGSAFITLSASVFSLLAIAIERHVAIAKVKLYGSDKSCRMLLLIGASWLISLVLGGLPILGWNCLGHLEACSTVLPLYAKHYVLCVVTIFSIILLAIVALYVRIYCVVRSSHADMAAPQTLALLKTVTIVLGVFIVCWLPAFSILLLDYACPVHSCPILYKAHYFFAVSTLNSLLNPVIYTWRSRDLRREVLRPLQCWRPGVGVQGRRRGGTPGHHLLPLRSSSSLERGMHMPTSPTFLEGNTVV
PostGolgi yeast = growth inhibition of a yeast mutant, post-Golgi transport screen. post-Golgi transport phenotypic cell assay. inhibition, % at 10 µM. 0.9% of 98,000 active. AID 739;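 further: yeast cells grown in 1536-well plates; yeast grown about 18 h at 30C before absorbance read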
PostGolgi ctrl = inhibits growth of the yeast control strain; AID 738; efflux-deficient yeast background strain, growth absorbance A615, 16 h; 5% of 98,000 active; inhibition, % at 10 µM
DAT uptake mod = modulates human dopamine transporter uptake under cocaine. Q01959. LLC-PK1 hDAT cells, [14C]-dopamine uptake with cocaine IC80; actives deviate in either direction. B-score at 10 µM. 1.3% of 110,000 active. AID 449768;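 active means Z score or B-score, a plate-position-corrected score, falls beyond the plate's 99.7% confidence bounds, in either direction; inactive means both scores lie inside the 99.7% bounds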;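 further: scored against the spread of the other compound wells on the same plate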
Target sequence (Q01959 whole entry, looked up): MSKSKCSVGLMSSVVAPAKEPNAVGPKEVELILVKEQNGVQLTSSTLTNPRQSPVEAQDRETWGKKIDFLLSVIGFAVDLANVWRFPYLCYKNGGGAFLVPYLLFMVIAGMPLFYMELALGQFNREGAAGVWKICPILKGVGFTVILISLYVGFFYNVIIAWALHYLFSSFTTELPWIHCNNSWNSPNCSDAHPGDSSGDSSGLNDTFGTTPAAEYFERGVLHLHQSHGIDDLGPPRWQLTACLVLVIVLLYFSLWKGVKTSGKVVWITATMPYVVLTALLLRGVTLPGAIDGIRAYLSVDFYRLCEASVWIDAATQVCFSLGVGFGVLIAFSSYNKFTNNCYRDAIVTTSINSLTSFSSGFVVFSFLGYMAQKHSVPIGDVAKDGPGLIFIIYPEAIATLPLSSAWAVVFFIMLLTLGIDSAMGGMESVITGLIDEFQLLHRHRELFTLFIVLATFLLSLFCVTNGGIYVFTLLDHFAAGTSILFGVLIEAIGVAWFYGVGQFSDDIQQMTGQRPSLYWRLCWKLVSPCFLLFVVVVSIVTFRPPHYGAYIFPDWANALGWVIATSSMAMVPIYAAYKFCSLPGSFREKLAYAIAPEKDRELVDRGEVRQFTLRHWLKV
S1P2 antag = antagonists of human S1P2 receptor; AID 736; O95136; 0.21% of 97,000 active; cell-based S1P2 antagonist assay, inhibition at 5 uM; inhibition, % at 5 µM; in the data active means inhibition above about 45%;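 further: CRE beta-lactamase reporter cells expressing human S1P2 stimulated with S1P; 0% = agonist at EC80 alone and 100% = agonist plus reference antagonist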
The depositor's hits bear a star; . = not tested or not shown; & = joins results of further samples. Unless noted, no stated cut-off is given here; in the data, active means inhibition above about 30%; inactive means the rest.

No.	SMILES	E coli WT exp	HUVEC prolif 384	Fibroblast inh	H69AR growth 86K	S1P2 ag	PostGolgi yeast	PostGolgi ctrl	DAT uptake mod	S1P2 antag
1	CCOC(=O)c1ccc(N2C(=O)C(O)=C(C(C)=O)C2c2ccc(O)c(OC)c2)cc1 (configuration not stated)	4.0	104.1	95.6	87.2	.	1.4	22.8	0.175	.
2	COc1ccc(C2=NOC3(CC(=O)N(c4ccc(C)cc4)C3=O)C2)c(OC)c1 (configuration not stated)	-12.0	97.7	100.6	108.3	-5.4	-2.9	-3.6	0.569	12.6
3	CCC(C)NS(=O)(=O)c1ccc(S(=O)(=O)N(CC(=O)Nc2ccccc2)CC2CCCO2)cc1 (configuration not stated)	-10.0	98.9	96.2	85.0	-3.1	-5.8	-4.5	-0.703	-3.1
4	CC(=O)NC1=NC(=O)C(C)S1 (configuration not stated)	-9.0	90.5	110.6	91.4	-6.1	-13.0	-0.3	-0.389	-28.1
5	COc1cc(NC(=O)CCn2c(=O)[nH]c3ccsc3c2=O)cc(OC)c1	-8.0	88.8	107.0	123.3	-5.2	-2.4	-0.6	1.16	5.7
6	COC(=O)[C@H](Cc1ccccc1)NC(=O)NCCC1=CCCCC1	-10.0	104.0	97.3	69.5	-4.8	-5.3	7.6	-0.328	-9.8
7	CCOC(=O)c1c(-c2ccccc2)csc1NC(=O)c1cccc(N2C(=O)CCC2=O)c1	-4.0	.	.	.	-2.6	-1.7	16.0	-0.118	15.0
8	O=C(Nc1nccs1)C1CCN(S(=O)(=O)c2cnc[nH]2)CC1	-9.0	88.8	96.2	94.1	.	0.6	-1.3	0.0581	.
9	NS(=O)(=O)c1ccc(CCNC(=O)[C@@H]2CCCN2S(=O)(=O)c2ccccc2F)cc1	2.0	.	.	.	-4.8	-17.9	19.7	0.00437	-1.0
10	CCN(CC)c1ccc(NC(=O)c2cccc(F)c2)c(C)c1	3.0	60.1	52.2	27.7*	-5.2	-0.9	18.1	0.841	10.9
11	O=C(O)CCC(=O)Nc1cccc(C(=O)Nc2cccc(Cl)c2)c1	0.0	.	.	.	-4.8	1.8	1.7	0.052	4.2
12	Cc1ccc(Cn2nnnc2CN2CCC(c3nc4ccc(Cl)cc4[nH]3)CC2)cc1	-7.0	.	.	.	0.7	4.6	74.2*	-0.0676	-6.6
13	Cc1cc(NC(=O)CCC(=O)N(CC(=O)NCC2CCCO2)c2ccccc2C)no1 (configuration not stated)	.	105.0	.	100.1	-1.4	.	.	1.14	-12.7
14	CCOC(=O)c1[nH]c(C)c(CCC(=O)O)c1C	-4.0&-4.0	105.8&90.8	104.3&99.8	74.5&107.2	-5.7&-2.0	18.2&-8.1	8.4&0.0	-0.546&1.68	-31.9&-14.1
15	CC1C2C(c3ccccc3)N(C)C(=O)N(C)C2N(C)C(=O)N1C (configuration not stated)	-4.0	98.3	91.3	140.3	-6.6	-1.8	10.8	-0.271	30.4
16	CC1(c2ccccc2)CC2CC(c3ccccc3)N1O2 (configuration not stated)	9.0	92.7	101.1	98.0	-1.9	-0.8	10.2	-0.974	-7.0
17	CC(=O)c1cnc2c(-c3ccc(Cl)cc3)c(C)nn2c1C	.	27.8*	82.7	84.4	-3.1	.	.	0.778	2.4
18	O=C(CSCc1cccs1)N1CCCC1	10.0	103.1	110.5	98.3	.	-7.8	-7.1	-1.6	.
19	Cc1ccccc1N=C(NOCc1ccc(Cl)cc1Cl)c1nonc1N	-15.0	85.5	78.5	9.2*	2.5	-4.7	35.5*	0.502	1.0
20	CSCCC(NS(=O)(=O)c1ccc(Cl)cc1)C(=O)OCC(=O)N(C(C)C)C(C)C (configuration not stated)	-10.0	.	.	.	-1.9	-7.1	11.7	0.58	-15.4
21	CC1CCN(C(=O)C2CCN(S(=O)(=O)c3cccnc3)CC2)CC1	6.0	99.5	94.7	90.9	-10.1	4.4	-3.3	0.279	-17.1
22	CCc1c(C)sc(NC(=O)c2cccs2)c1C(=O)OC(C)C	-2.0	83.8	.	75.0	3.0	3.9	9.7	-0.72	-8.5
23	c1ccc(-c2ccc(-c3nc(-c4ccncc4)no3)cc2)cc1	-4.0	87.3	96.2	84.7	.	-4.3	8.8	-0.326	.
24	Cc1cccnc1Nc1nc(-c2ccc(O)c(O)c2)cs1	23.0	57.7	83.8	27.6*	-5.7	-0.6	82.5*	4.6*	10.0
25	CS(=O)(=O)Nc1ccc(C(=O)Nc2ccc3c(c2)OCCO3)cc1	-2.0	102.5	99.5	87.0	-4.8	-3.6	0.0	-0.203	6.6
26	Brc1ccc(C2=Nn3c(nnc3-c3ccncc3)SC2)cc1	.	86.5	79.3	40.3	-6.2	.	.	.	-6.3
27	O=C(CN1CCCC1)N/N=C/c1ccc(-c2cccc(Cl)c2)o1	13.0	.	.	.	-6.4	2.9	9.4	0.356	-9.1
28	Cn1cnc([N+](=O)[O-])c1Nc1ccc(O)cc1	7.0	100.7	96.4	98.6	-1.7	5.2	5.8	-0.172	0.1
29	COc1cc2c(cc1OC)C1(Nc3c-2c(Cc2ccccc2)nn3-c2ccccc2)C(=O)Nc2ccccc21 (configuration not stated)	-3.0	53.3	85.3	25.7*	1.1	3.3	9.0	-0.01	16.6
30	CC(C)C(c1nnnn1Cc1ccco1)N1CCC(C(N)=O)CC1 (configuration not stated)	.	101.4	98.4	90.1	-1.6	.	.	0.813	-7.2
31	Cc1c(NC(=O)Oc2ccccc2)sc(=S)n1C	4.0	94.4	104.4	85.7	-4.3	2.1	-3.0	-0.463	-6.2
32	CC(Oc1ccc(C(C)(C)C)cc1)c1ccnc2nc(/N=C/N(C)C)nn12 (configuration not stated)	-6.0	.	.	.	-6.3	2.2	14.5	-0.184	11.8
33	COc1ccc(-c2csc(N(CCc3ccc(OC)c(OC)c3)C(=O)COc3ccccc3)n2)cc1	-22.0	.	.	.	-8.8	-19.7	4.8	0.111	-16.1
34	O=C(c1cc2c(ccc3ccccc32)oc1=O)N1CCCC1	-1.0	105.7	99.9	98.1	-3.2	-4.1	13.7	0.129	19.4
35	O=C(Cn1c(SCC(=O)N2CCCc3ccccc32)nc2ccccc21)N1CCCC1	-4.0	80.9	88.2	79.7	-4.9	5.7	-0.3	-0.178	-5.7
36	O=C(NCc1ccc2c(c1)OCO2)c1cccc(F)c1	11.0	83.0	93.7	94.5	-2.6	4.6	7.3	-1.4	-5.2
37	Cc1cc(C)n2nc(S(=O)(=O)NC3CCCCC3)nc2n1	8.0	.	.	.	-8.6	-4.0	0.7	-0.794	13.8
38	O=C1CSC(c2cn(-c3ccccc3)nc2-c2cc3ccccc3oc2=O)N1Cc1ccco1 (configuration not stated)	-18.0	84.8	92.1	45.6	-3.6	6.3	27.5	.	9.9
39	COc1ccc(CN(C(=O)c2oc3ccccc3c2C)C2CCS(=O)(=O)C2)cc1OC (configuration not stated)	-1.0	93.3	111.5	58.5	-3.1	-5.3	-0.1	0.596	-14.2
40	O=C(c1cc(S(=O)(=O)N2CCCCC2)ccc1F)N1CCCCC1	3.0	.	.	.	-3.6	2.0	7.5	0.0191	13.5
41	O=C(O)CCc1nc(-c2ccccc2)no1	-9.0	101.7	100.7	90.6	-13.0	3.6	1.0	-0.127	-11.0
42	COc1ccc(NC(=O)c2nnn(Cc3ccc(SC)cc3)c2N)c(OC)c1	-2.0	78.8	86.7	95.3	-1.0	3.4	7.5	-0.574	-11.8
43	Cc1ccc(C(=O)/C=C2\NCCNC2=O)cc1	.	92.2	95.1	86.4	2.3	.	.	-0.0163	-10.5
44	COC(=O)C(C(=O)OC)=C(/C=C/N(C)C)N(C)C	-2.0	92.8	105.8	98.9	-0.6	-0.2	0.2	-0.349	11.4
45	CCCCc1nnc(NC(=O)CS(=O)(=O)Cc2ccccc2)s1	2.0	107.2	96.7	97.0	-8.7	3.3	1.4	-0.379	11.7
46	Cc1ccc(/C=c2\s/c(=C(/C#N)C(=O)N3CCCC3)n(Cc3ccco3)c2=O)s1	-24.0	58.5	96.8	36.7*	.	-1.0	8.9	0.0422&-0.434	.
47	COc1ccc(-c2cc(C(F)(F)F)nc(SCc3cccc(C(=O)O)c3)n2)cc1	-11.0	.	.	.	-5.2	-4.3	8.0	0.61	3.0
48	COC(=O)COc1ccc2c(=O)c(Oc3ccccc3)c(C)oc2c1	3.0	88.0	90.8	96.5	.	-3.1	-2.5	-0.297	.
49	CCOc1nc(NC(C)C)nc(NC(C)C)n1	14.0	98.6	101.1	102.6	-4.2	9.7	-8.8	0.625	1.6
50	O=C(Nc1cc(Cl)ccc1N1CCCCC1)c1cccs1	-5.0	100.1	87.2	61.4	-1.7	17.2	17.0	-1.49	-19.7
51	CCOC(=O)c1cnn(-c2cc(C)nc3c(-c4ccccc4)c(C)nn23)c1N	-6.0	82.5	92.7	48.0	-4.4	4.6	9.4	-0.128	-4.4
52	COc1ccc(C)cc1NS(=O)(=O)c1cn(C)c(=O)n(C)c1=O	4.0	97.4	98.0	87.8	1.2	13.0	-7.7	0.251	-9.8
53	COc1ccc(C2C(C#N)=C(N)Oc3c2oc(CO)cc3=O)c(OC)c1OC (configuration not stated)	2.0	89.5	100.1	93.2	-3.8	23.0	20.8	-0.922	-5.1
54	CCCCOc1ccccc1NC(=O)CSc1nnnn1C(C)(C)C	-5.0	90.4	95.8	.	-5.6	-5.9	19.9	0.0988	-22.5
55	CCCC(=O)Nc1ccc(N2CCN(C(=O)c3cccs3)CC2)cc1	-9.0	104.5	101.3	94.2	-3.4	19.3	-1.4	-1.82	-4.2
56	CN1c2ccsc2C(O)=C(C(=S)Nc2ccc(F)c(Cl)c2)S1(=O)=O	0.0	83.9	91.5	62.2	-1.6	-5.6	0.3	-1.62	-8.3
57	COc1ccccc1CC(=O)Nc1ccc(O)cc1C(=O)O	-8.0	111.1	96.9	91.9	-0.6	-0.7	2.2	-0.523	2.5
58	COc1ccccc1NC(=O)Nc1c(C)n(C)n(-c2ccccc2)c1=O	1.0	94.2	101.9	32.2*	-4.9	-33.1	26.1	1.17	-4.9
59	C/C=C/c1ccc(OCCCN2C(=O)NC(C)(C)C2=O)c(OC)c1	3.0	89.6	104.0	86.6	.	6.3	9.4	-0.7	.
